TNAP act hiacc: TNAP activators at high phosphate acceptor level, primary screen, biochemical, luminescence, uHTS | Alkaline phosphatase, tissue-nonspecific isozyme (Homo sapiens), P05186 | purified TNAP, CDP-star luminescence, 1 M DEA, 30 min; hits give high values; 0 = EDTA background, 1 = DMSO-only activity | activation factor at 20 µM | 200,000 tested, under 10 active | AID 1136, 2008;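 active = activation factor at least 2 at 20 µM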
Target sequence (P05186 whole entry, looked up): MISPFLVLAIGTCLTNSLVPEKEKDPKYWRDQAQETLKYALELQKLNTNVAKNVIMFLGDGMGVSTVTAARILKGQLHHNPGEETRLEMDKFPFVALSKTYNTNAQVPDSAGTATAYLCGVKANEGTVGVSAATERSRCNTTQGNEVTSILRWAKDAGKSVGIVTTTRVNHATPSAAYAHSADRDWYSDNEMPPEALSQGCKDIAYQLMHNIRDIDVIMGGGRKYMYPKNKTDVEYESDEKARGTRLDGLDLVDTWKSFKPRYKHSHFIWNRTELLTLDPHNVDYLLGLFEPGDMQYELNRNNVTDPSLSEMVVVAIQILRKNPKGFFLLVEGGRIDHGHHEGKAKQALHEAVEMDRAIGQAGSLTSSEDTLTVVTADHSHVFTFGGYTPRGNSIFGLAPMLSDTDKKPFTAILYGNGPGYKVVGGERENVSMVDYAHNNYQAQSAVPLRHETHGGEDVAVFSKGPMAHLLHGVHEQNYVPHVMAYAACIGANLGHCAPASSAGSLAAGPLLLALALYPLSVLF
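Test system – human TNAP · Doses – 20 µM single point · Incubation – 30 min, room temperature · Signal – luminescent substrate turnover signal · Read-out basis – activation factor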
L major viab: Leishmania major promastigote growth inhibition, primary screen; inhibition, % at 10 µM; 9% of 200,000 active; AID 1063, 2008; Leishmania major promastigotes, resazurin fluorescence viability; in the data active = inhibition above about 50%;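 also: promastigotes grown with compound for 44 hours at 28 °C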
bIAP inh: bovine intestinal alkaline phosphatase inhibitors, primary screen, selectivity assay for TNAP inhibitor project, biochemical, bovine IAP, CDP-star luminescence; purified bovine IAP, 30 min; inhibition, % at 20 µM; 190,000 tested, under 10 active; AID 1019, 2008;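 active = over 50% inhibition of intestinal alkaline phosphatase at 20 µM in the single-dose screen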
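System: Purified bovine intestinal alkaline phosphatase (IAP) enzyme | Input: IAP diluted 1/65,000,000 in the well | Also added: CDP-star chemiluminescent phosphatase substrate, 30 µM final | Dosing: 20 µM single dose | Times: Enzyme reaction for 30 min at room temperature | Detection: Luminescence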
PMI activator: activators of human PMI, primary screen, biochemical, fluorescence intensity, near-Km mannose 6-phosphate. Mannose-6-phosphate isomerase (Homo sapiens), P34949. purified human PMI, coupled resazurin fluorescence, 20 min; hits give high values; 1 = vehicle control, 0 substrate-free wells. activation factor at 20 µM. 0.005% of 190,000 active. AID 1214, 2008;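 active = activation factor of 2 or more at 20 µM, relative to plate controls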
Target sequence (P34949 whole entry, looked up): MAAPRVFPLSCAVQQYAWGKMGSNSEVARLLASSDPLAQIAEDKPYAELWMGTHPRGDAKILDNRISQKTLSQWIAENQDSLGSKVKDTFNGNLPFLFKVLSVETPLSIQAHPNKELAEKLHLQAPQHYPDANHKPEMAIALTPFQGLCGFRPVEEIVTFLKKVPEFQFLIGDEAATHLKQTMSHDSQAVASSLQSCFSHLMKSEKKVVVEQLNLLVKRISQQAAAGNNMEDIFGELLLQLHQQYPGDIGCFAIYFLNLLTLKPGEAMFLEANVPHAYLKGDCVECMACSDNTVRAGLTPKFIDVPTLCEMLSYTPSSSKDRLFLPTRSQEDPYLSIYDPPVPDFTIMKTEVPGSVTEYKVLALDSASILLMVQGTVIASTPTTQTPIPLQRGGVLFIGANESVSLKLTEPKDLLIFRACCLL
bIAP activator: bovine intestinal alkaline phosphatase activators, primary screen, biochemical, bovine IAP, CDP-star luminescence. activation factor at 20 µM. 0.17% of 200,000 active. purified bovine IAP, 30 min; hits give high values; fold of DMSO-control signal, blank-subtracted. alkaline phosphatase, intestinal [Bos taurus];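 active = activation factor of 2 or more at 20 µM, a signal rise over negative controls twice the positive control's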
TNAP inh noacc: human TNAP enzyme inhibitors, primary screen, biochemical, luminescent, no phosphate acceptor, uHTS. Alkaline phosphatase, tissue-nonspecific isozyme (Homo sapiens), P05186. purified TNAP, CDP-star luminescence, 30 min. inhibition, % at 20 µM. 0.26% of 200,000 active. AID 1012, 2008;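 active = tissue-nonspecific alkaline phosphatase inhibition above about 50% at 20 µM in the single-dose screen, limit read from the data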;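 also: 0% = DMSO negative control and 100% = EDTA positive control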
Diaph act CS: compounds boosting diaphorase resazurin reduction – biochemical, uHTS, resorufin fluorescence, counter-screen for diaphorase-coupled primary assays, primary screen; Diaphorase/resazurin coupled assay, 16 min; hits give high values; 1 = vehicle wells, 0 = NADH-free wells; activation factor at 20 µM; 0.005% of 190,000 active;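 active = diaphorase activity raised at least twofold by the compound at 20 µM; inactive = activation factor below 2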
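Material: Clostridium kluyveri diaphorase, purified enzyme; Quantity: enzyme 0.07 U/mL final; Medium: HEPES pH 7.4 buffer with MgCl2 and Tween 20; Dosing: single compound dose of 20 µM, 1% DMSO final; Schedule: 16 min reaction at room temperature; Measured by: red resorufin fluorescence at 544/590 nm excitation/emission.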
Diaph inh CS: diaphorase inhibitors and chemical oxidizers, primary screen, counter-screen for diaphorase-coupled primary assays, biochemical, uHTS, resorufin fluorescence; diaphorase resazurin-to-resorufin fluorescence, NADH, 16 min; bacterial (C. kluyveri) enzyme, not human; inhibition, % at 20 µM; 0.69% of 190,000 active; AID 1217, 2008;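 active = primary screen inhibition at 20 µM above a set limit, cut at about 50% in these data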;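 also: plate controls were DMSO with full reaction for no effect and wells lacking NADH for full effect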
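Detection: fluorescence of resorufin formed from resazurin, Ex 544/Em 590 nm; test system: Clostridium kluyveri diaphorase enzyme; amount: 0.14 U/mL diaphorase, enzyme working solution; times: 16-min room-temperature incubation before reading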
PMI act hi M6P: human PMI activators, high substrate, primary screen, biochemical, fluorescence intensity, near-saturating mannose 6-phosphate; Mannose-6-phosphate isomerase (Homo sapiens), P34949; coupled PMI enzyme assay, resazurin fluorescence, 20 min; hits give high values; 1 = untreated enzyme, 0 = substrate-free blank; 0.34% of 190,000 active; activation factor at 20 µM;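 active = activation factor of 2 or more at 20 µM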
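Material: human phosphomannose isomerase with PGI, G6PDH, diaphorase coupling enzymes. Quantity: 15 ng/mL PMI. Medium: HEPES pH 7.4 buffer with MgCl2 and Tween-20. Reagent: Near-saturating mannose-6-phosphate, 1.0 mM. Compound: 20 µM single dose. Times: enzyme reaction with compound 20 min at room temperature. Detection: resorufin fluorescence at Ex 544/Em 590 nm.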
TNAP inh hiacc: human TNAP enzyme inhibitors, primary screen, biochemical, luminescent, high phosphate acceptor level, uHTS; Alkaline phosphatase, tissue-nonspecific isozyme (Homo sapiens), P05186; purified TNAP, CDP-star luminescence, 1 M DEA; inhibition, % at 20 µM; 0.03% of 200,000 active; AID 1135, 2008;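 active = over 50% inhibition of tissue-nonspecific alkaline phosphatase at 20 µM in the single-dose screen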;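 also: plate controls were DMSO wells for no effect and EDTA-quenched wells as full inhibition for full effect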
* = called active by the depositor.

SMILES | TNAP act hiacc | L major viab | bIAP inh | PMI activator | bIAP activator | TNAP inh noacc | Diaph act CS | Diaph inh CS | PMI act hi M6P | TNAP inh hiacc
COc1ccc(C(=O)NC2CCN(C(=S)Nc3cccc(C)c3C)CC2)cc1 | 1.1 | -3 | 1 | 1.1 | 1 | 1 | 1.2 | -16 | 1.2 | -6
Cc1cc(Nc2ccc(F)cc2C)n2nc(C)nc2n1 | 1.1 | 1 | 3 | 1 | 1 | -15 | 0.8 | 22 | 1 | -6
COCCNC(=O)c1ccc(C2SCC(=O)N2Cc2ccco2)cc1 (configuration not stated) | 1 | -2 | 5 | 1.1 | 1 | -8 | 1.1 | -13 | 1.1 | -4
Cc1nn(Cc2c(F)c(F)c(F)c(F)c2F)c(C)c1NC(=O)c1cccc(COc2ccccc2Cl)c1 | 1 | -7 | 1 | 1 | 1 | -6 | 0.9 | 9 | 1 | 1
CCOC(=O)c1ccc(Oc2nc(SC)nc(N(C)C)n2)cc1 | 1 | 17 | 1 | 0.9 | 1 | -9 | 0.9 | 12 | 0.9 | -4
O=C(Cn1cnc2c(cnn2-c2ccccc2Cl)c1=O)N1CCc2ccccc21 | 1.1 | -2 | 10 | 1.1 | 0.9 | 1 | 0.9 | 14 | 1 | -8
Cc1nn(C(C)CC(=O)O)c(C)c1C (configuration not stated) | 1.1 | -4 | 4 | 1 | 1 | -12 | 0.8 | 24 | 1 | -7
CCOC(=O)c1c(C)[nH]c(C)c1C(=O)COC(=O)CCOc1ccccc1OC | 1 | 2 | -6 | 0.9 | 1.1 | -2 | 0.8 | 21 | 0.9 | -1
N=c1c2c(n(Cc3cccc(Cl)c3)c3c1CCC3)CCCC2 | 0.9 | 100* | 5 | 1.1 | 1 | -7 | 0.9 | 8 | 1 | 9
CCOc1ccc(C(=O)c2cc3ccc(O)cc3oc2=O)cc1 | 0.9 | 0 | 15 | 1 | 0.8 | 1 | 0.8 | 18 | 0.9 | 7
Cc1nnc(SCC(=O)NC(C)(C)C)n1CCc1ccccc1 | 1 | -4 | 0 | 1.2 | 1 | -8 | 1.1 | -13 | 1.1 | -3
CC(C)COc1ccc(C/C(N)=N/n2cnnc2)cc1 | 1 | -3 | 2 | 0.9 | 1 | -10 | 0.9 | 10 | 1 | -3
Cc1ccc(SCC(=O)Nc2ccc3c(c2)C(=O)NC3=O)cc1 | 1 | -8 | -2 | 0.9 | 1 | -3 | 0.7 | 26 | 0.9 | -3
O=C(Cn1cnc2ccccc2c1=O)Nc1ccc(-c2nnc3n2CCCCC3)cc1 | 1 | 1 | 1 | 1.1 | 1 | -3 | 1.1 | -6 | 1 | -1
COc1ccc(-n2cc(CN3CCCC3)c(-c3cccc(F)c3)n2)cc1 | 1.1 | 44 | -2 | 1 | 1 | -6 | 1.1 | -13 | 1 | -5
O=C(c1ccccc1NS(=O)(=O)c1ccc2c(c1)OCCO2)N1CCOCC1 | 1 | 2 | 0 | 1 | 1 | -6 | 0.8 | 16 | 0.9 | 0
Nc1nc(-c2ccc(Br)s2)c(Br)s1 | 1 | -5 | 15 | 0.9 | 0.8 | -7 | 0.9 | 10 | 1.1 | 1
CCOC(=O)N1CCN(Cc2nc(-c3cccs3)no2)CC1 | 1.1 | -5 | -8 | 1 | 1.1 | -6 | 1.1 | -9 | 0.8 | -7
O=C(Nc1nc2ccc(S(=O)(=O)N3CCOCC3)cc2s1)c1cccs1 | 1.1 | -7 | -24 | 0.9 | 1.2 | -3 | 0.8 | 17 | 1 | -7
Nc1nnc(SCC(=O)Nc2ccc3c(c2)OCCO3)s1 | 1.1 | 2 | 0 | 1 | 1 | -13 | 0.9 | 11 | 1 | -5
Cc1ccc(-c2nnc(Cc3ccc(Cl)cc3)o2)cc1 | 1 | -1 | 13 | 1 | 0.9 | -7 | 0.8 | 19 | 1 | -4
O=C(Cn1c(=O)n(-c2ccccc2)c(=O)c2oc3ccccc3c21)Nc1ccccc1 | 1 | 0 | 16 | 1 | 0.8 | -9 | 0.7 | 26 | 0.9 | -2
O=C(OCCCN=C1NS(=O)(=O)c2ccccc21)c1ccc(F)cc1 | 1.1 | -2 | 20 | 0.9 | 0.8 | -10 | 0.8 | 20 | 0.9 | -5
CCCCSc1nnc(-c2ccc(NC(=O)CCc3ccccc3)cc2)n1C | 1 | -2 | 7 | 1.1 | 0.9 | -8 | 1 | 0 | 1.1 | -1
Cc1cc(NC(=O)CSc2nnc(-c3c[nH]c4ccccc34)n2C)no1 | 1 | -3 | 0 | 1 | 1 | -6 | 1 | -4 | 1 | -2
Cc1c(NC(=O)Nc2cccc(Cl)c2)c(=O)n(-c2ccccc2)n1C | 1.1 | -4 | 6 | 1 | 0.9 | -15 | 0.9 | 8 | 1 | -7
CCn1c(SCC(=O)NCc2ccc(C)cc2)nnc1-c1ccncc1 | 1 | 4 | 13 | 1 | 0.9 | -10 | 1 | 2 | 1.1 | -2
Cc1ccc2nc(SC(C)C(=O)NCc3ccco3)[nH]c2c1 (configuration not stated) | 1 | -4 | 5 | 1 | 1 | -6 | 0.9 | 12 | 1 | 4
CC(=O)c1cnc2cc(C)nn2c1C | 1 | -3 | -3 | 1.1 | 1 | -2 | 0.9 | 5 | 1.1 | 2
Cc1cnccc1CN(C)Cc1cn(C)nc1-c1ccc(Oc2ccccc2)cc1 | 1.1 | 89* | -2 | 0.9 | 1 | -4 | 0.9 | 13 | 0.9 | -6
O=S(=O)(Nc1ccc2c(c1)OCO2)c1ccc(Br)s1 | 1 | 36 | 8 | 0.9 | 0.9 | -7 | 0.8 | 17 | 1 | 3
Cc1nc2cc(-c3cccc(F)c3)nn2c(C)c1CCC(=O)NC(C)CCc1ccco1 (configuration not stated) | 1.1 | 100* | -8 | 1 | 1.1 | -19 | 0.8 | 17 | 1 | -6
CCOc1ccc(C2CC(c3ccc(CC)cc3)Nc3nc(N)nn32)cc1 (configuration not stated) | 1 | -3 | 13 | 0.9 | 0.9 | 1 | 0.8 | 15 | 0.9 | 1
CCOc1ccc(C(=O)NCC(=O)OCC(=O)N2C(C)CCCC2C)cc1 (configuration not stated) | 1 | -5 | -4 | 1 | 1 | -9 | 0.9 | 9 | 1 | -5
COc1ccc(-c2ccc(=O)n(Cc3cc(=O)n4ccccc4n3)n2)cc1 | 1 | -2 | -1 | 1 | 1 | -8 | 0.9 | 5 | 1 | -4
COc1ccc2nc(SCC(=O)Nc3ccc(S(=O)(=O)Nc4onc(C)c4C)cc3)[nH]c2c1 | 1 | -17 | -4 | 1.1 | 1 | -6 | 1 | 0 | 1.1 | -3
C#CCNC(=O)C1=C[C@@H](C2CC2)C[C@@H](OCc2ccc(CO)cc2)O1 | 1.1 | -1 | 3 | 0.9 | 1 | -5 | 0.9 | 12 | 1 | -5
Clc1cccc(/C=N/Nc2ncnc3ccccc23)c1 | 1 | 35 | -13 | 1.2 | 1.1 | -6 | 0.9 | 5 | 1.2 | -3
O=C(Cc1ccc(Br)c2ccccc12)N/N=C/c1ccccn1 | 1 | 36 | -6 | 1 | 1.1 | -4 | 0.9 | 13 | 1.1 | -1
S=C(Nc1ccccc1)Nc1nc2ccccc2n1CCOc1ccc(Br)cc1 | 1 | 45 | -13 | 1 | 1.1 | -10 | 1 | -4 | 1 | -2

Structures shown so far that have a thiophene ring, fused or not:
SMILES | TNAP act hiacc | L major viab | bIAP inh | PMI activator | bIAP activator | TNAP inh noacc | Diaph act CS | Diaph inh CS | PMI act hi M6P | TNAP inh hiacc
Nc1nc(-c2ccc(Br)s2)c(Br)s1 | 1 | -5 | 15 | 0.9 | 0.8 | -7 | 0.9 | 10 | 1.1 | 1
CCOC(=O)N1CCN(Cc2nc(-c3cccs3)no2)CC1 | 1.1 | -5 | -8 | 1 | 1.1 | -6 | 1.1 | -9 | 0.8 | -7
O=C(Nc1nc2ccc(S(=O)(=O)N3CCOCC3)cc2s1)c1cccs1 | 1.1 | -7 | -24 | 0.9 | 1.2 | -3 | 0.8 | 17 | 1 | -7
O=S(=O)(Nc1ccc2c(c1)OCO2)c1ccc(Br)s1 | 1 | 36 | 8 | 0.9 | 0.9 | -7 | 0.8 | 17 | 1 | 3

Remaining list, next part.
SMILES | TNAP act hiacc | L major viab | bIAP inh | PMI activator | bIAP activator | TNAP inh noacc | Diaph act CS | Diaph inh CS | PMI act hi M6P | TNAP inh hiacc
COc1ccc(/C=C/c2nc(N)nc(-c3ccccc3O)n2)cc1OC | 1 | 93* | 5 | 0.8 | 0.9 | -34 | 0.8 | 23 | 0.9 | -4
Cc1ccc(Nc2nc(N)c([N+](=O)[O-])c(N3CCCC(C)C3)n2)cc1C (configuration not stated) | 0.9 | 31 | -41 | 0.8 | 1.4 | 0 | 0.7 | 27 | 0.9 | 6
COC(=O)CCCC(=O)N1CCCC(CNS(=O)(=O)c2ccc(OC)cc2)C1 (configuration not stated) | 1 | -2 | -9 | 0.9 | 1.1 | -7 | 0.8 | 15 | 0.9 | -4
CC(/C=N/NC(=O)c1cc(-c2ccc(Cl)cc2)nc2ccccc12)=C\c1ccco1 | 1 | 62* | -1 | 0.8 | 1 | -3 | 0.7 | 30 | 0.9 | 0
CCOC(=O)c1c(N2C(=O)CC(Sc3ccccc3C(=O)O)C2=O)sc2c1CCCC2 (configuration not stated) | 1 | -15 | -23 | 1 | 1.2 | 12 | 0.9 | 8 | 1.1 | 1
Cc1ccc(Nc2nc(N)nc(CC#N)n2)cc1 | 1 | 6 | 9 | 1 | 0.9 | -12 | 1 | 4 | 1 | -3

Bioassay records deposited in PubChem by several laboratories.
